# TRPC4 potent: allosterically enhances the mouse TRPC4 cation channel. AID 2227. B-score at 10 µM. hit rate 0.42% among 310,000. Q9QUQ5. HEK293 TRPC4beta/mu-opioid, DAMGO EC20, Fluo-4 Ca2+ flux; active compounds read high;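 active means B-score of calcium response area above 5 SD of library B-scores, with initial fluorescence ratio within 5 SD of library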;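 further: B-score of integrated fluorescence ratio over time as area under calcium response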
# IEC-6 cytotox: kills IEC-6 intestinal cells in KLF5 counter-screen; AID 1825; inhibition, % at 5 µM; IEC-6 cytotoxicity, luminescence viability; hit rate 0.78% among 290,000; in the data active means inhibition above about 22%;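 further: 0% = plate median of test compound wells and 100% = cytotoxic reference compound wells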
# aSyn 5UTR inh: MLPCN primary screen, SNCA 5' untranslated region; inhibition, % (tested at 7.5 µM); hit rate 0.82% among 300,000; alpha-synuclein 5'UTR reporter, inhibitor activity; in the data active means inhibition above about 60%;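 further: H4 neuroglioblastoma cells stably carrying SNCA 5'UTR luciferase fusion; 0% = DMSO wells and 100% = positive control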
# TRPC4 inh: TRPC4 (mouse) channel inhibition | hit rate 0.39% among 300,000 | HEK293 TRPC4beta/mu-opioid, DAMGO-evoked Fluo4 calcium flux; active compounds read low | B-score at 10 µM | AID 2247 | Q9QUQ5;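 active means B-score over 3 SD under the library average, no early fluorescence shift, positive overall ratio signal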
#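 Assay system: TRPC4beta/mu-opioid receptor HEK293 cell line; compound dosing: single concentration per test compound; detection: Fluo4 Ca2+ flux fluorescence; evaluation: per-well B score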
# MrgX1 antagonist: antagonists of human MrgX1 receptor; hit rate 1.3% among 310,000; AID 588676; MRGX1-HEK293 calcium flux, Fluo-4, BAM8-22 antagonism; active compounds read low; Q96LB2; B-score at 10 µM;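 active means calcium-response B-score plate-corrected more than 3 library SD below zero, starting fluorescence within 5 deviations, no agonist response on first addition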;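 further: peak minus trough fluorescence over baseline after final BAM8-22 challenge near maximal dose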
# KLF5 inhibitor: suppresses KLF5 promoter-driven expression; DLD-1 KLF5 promoter-luciferase reporter, luminescence; hit rate 0.23% among 290,000; inhibition, % at 5 µM;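 active means inhibition above a per-plate limit of that plate's mean compound inhibition plus 3 SD, cut at about 60% in these data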;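 further: 0% = DMSO wells and 100% = LY294002 at 200 µM; higher means less KLF5 promoter-driven luciferase light; inactives centre near -14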
# TRPC4 act: activators of mouse TRPC4 channel. Q9QUQ5. AID 2237. hit rate 0.49% among 310,000. B-score at 10 µM. HEK293 TRPC4beta/mu-opioid, Fluo4 calcium fluorescence; active compounds read high;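 active means B-score above 5 SD of library B-scores, and initial fluorescence ratio not above library mean plus 5 SD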;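 further: positive B-score marks a calcium rise read as TRPC4 activation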
#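 Test system: HEK293 cells stably co-expressing mouse TRPC4beta and mu-opioid receptor | Schedule: Fluo4 dye loading 45 min at room temperature, 110 s recording | Measured by: Kinetic Fluo4 calcium fluorescence, 5 s baseline at 1 Hz | Evaluation: B score of integrated ratio | Controls: Buffer (low) and maximal DAMGO (high)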
# TRPC6 activator: activators of mouse TRPC6 channel | Q61143 | HEK293-TRPC6 membrane potential dye fluorescence; active compounds read high | B-score at 10 µM | hit rate 0.13% among 310,000;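 active means B-score of the integrated fluorescence ratio above library mean plus 3 SD, and starting fluorescence ratio within library mean plus 5 SD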;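 further: higher score means more depolarization so channel activation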
# Target sequence (Q61143 whole entry, looked up): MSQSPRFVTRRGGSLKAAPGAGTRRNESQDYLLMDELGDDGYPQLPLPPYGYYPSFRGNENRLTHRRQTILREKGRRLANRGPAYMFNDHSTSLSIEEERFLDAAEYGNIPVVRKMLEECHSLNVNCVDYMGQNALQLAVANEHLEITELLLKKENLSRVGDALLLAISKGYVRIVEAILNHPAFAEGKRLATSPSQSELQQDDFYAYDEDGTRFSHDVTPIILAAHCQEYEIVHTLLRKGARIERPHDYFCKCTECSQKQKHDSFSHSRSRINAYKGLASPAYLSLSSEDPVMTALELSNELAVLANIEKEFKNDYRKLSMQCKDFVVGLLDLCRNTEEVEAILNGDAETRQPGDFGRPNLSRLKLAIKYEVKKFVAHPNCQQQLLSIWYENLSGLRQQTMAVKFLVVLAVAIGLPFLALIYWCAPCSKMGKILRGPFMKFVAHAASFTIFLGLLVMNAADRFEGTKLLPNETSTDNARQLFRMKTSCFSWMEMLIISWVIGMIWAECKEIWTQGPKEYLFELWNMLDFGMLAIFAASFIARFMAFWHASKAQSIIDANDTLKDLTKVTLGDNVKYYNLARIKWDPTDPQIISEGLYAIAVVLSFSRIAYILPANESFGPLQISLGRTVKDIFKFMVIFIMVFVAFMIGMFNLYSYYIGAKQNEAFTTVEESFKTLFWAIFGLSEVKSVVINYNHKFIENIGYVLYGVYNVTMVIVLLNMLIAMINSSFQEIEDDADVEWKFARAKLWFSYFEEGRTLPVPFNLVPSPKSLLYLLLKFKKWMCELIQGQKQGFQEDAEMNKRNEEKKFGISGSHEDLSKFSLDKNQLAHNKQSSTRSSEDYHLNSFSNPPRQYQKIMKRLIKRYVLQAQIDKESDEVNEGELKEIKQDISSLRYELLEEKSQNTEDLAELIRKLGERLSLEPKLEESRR
# HIF activator: HIF pathway transcriptional activation. AID 1910. U2OS HRE-luciferase reporter, luminescence; normalized: DMSO 0%, desferrioxamine 100%. activation, % at 7.5 µM (by protocol). hit rate 0.32% among 300,000;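 active means mean activation of at least 10% of the iron chelator positive control signal, with at least half of replicates also reaching 10%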
# TRPC6 inh: inhibitors of mouse TRPC6 channel; B-score at 10 µM; Q61143; hit rate 1.1% among 310,000; HEK293-TRPC6, membrane potential dye, ACh-evoked depolarization; active compounds read low;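 active means B-score under library mean minus 3 SD, initial fluorescence not abnormally high, positive integrated signal ratio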;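 further: B-score derived from integrated fluorescence ratio over the kinetic read; more negative B-score means stronger inhibition of depolarization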
# SKKanGAS inh: inhibitors of SKKanGAS S. pyogenes growth in kanamycin (SK-promoter or general growth effect); hit rate 1.3% among 300,000; BacTiter-Glo, 6 h; inhibition, % at 7.5 µM; AID 1662;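 active means mean replicate score, as percent of positive control median, at least 50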;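 further: strain carries kanamycin resistance gene driven by streptokinase promoter and grows in 40 µg/ml kanamycin; loss of luminescence reflects streptokinase promoter inhibition or plain growth inhibition; 0% = median of DMSO wells and 100% = positive control at its reference dose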
# An asterisk follows results filed as active; i = inactive; / = no result given.
SMILES,TRPC4 potent,IEC-6 cytotox,aSyn 5UTR inh,TRPC4 inh,MrgX1 antagonist,KLF5 inhibitor,TRPC4 act,TRPC6 activator,HIF activator,TRPC6 inh,SKKanGAS inh
COc1ccc(/C=C2\SC(=NCc3ccccc3)NC2=O)cc1,i,6,6,i,i,9,i,i,-3.5,-6.2*,-2
COc1cccc(C2NC(=O)c3sc(=S)n(-c4ccccc4)c3N2)c1 (stereo unspecified),i,0,26,i,i,-10,i,i,0.1,i,14
Cc1ccccc1NC(=S)NC(=O)c1cncc(Br)c1,i,-9,-22,i,i,-22,i,i,0.1,i,-6
Cc1cc(OCC(=O)NCC(O)c2ccccc2)c2c(C)cc(=O)oc2c1 (stereo unspecified),i,3,21,i,i,-41,i,i,-0.3,i,4
NC(=O)c1cccc(-c2cccc(OC(=O)NC3CCCCC3)c2)c1,i,1,-19,i,i,-32,i,i,-0.1,i,-2
CC(=O)c1nn(-c2ccc(Cl)cc2)c(=O)[nH]c1=O,i,-5,-16,i,i,-20,i,i,0.2,i,-1
Cc1onc(-c2c(F)cccc2Cl)c1C(=O)N1CCN(S(C)(=O)=O)CC1,i,3,18,i,i,4,i,i,-0.3,i,-7
O=C(CCN1C(=O)/C(=C/c2ccccc2Cl)SC1=S)NC1=NCCS1,i,3,-10,i,i,-26,i,i,-0.2,i,46
Cc1ccc(C)c(S(=O)(=O)N2CCN(C(=O)c3cc(-c4cccs4)nn3-c3ccccc3)CC2)c1,i,/,23,i,i,/,i,i,-18,i,3
CCOC(=O)C(C)n1cnc2c(nnn2-c2ccc(OC)cc2)c1=O (stereo unspecified),i,8,-28,i,i,6,i,i,0.0,i,3
Cc1[nH]n(-c2ccccc2)c(=O)c1C=NCCc1ccccc1,i,-4,-37,i,i,-29,i,i,1.4,i,-14
COc1ccc(NC(=S)N2CCCC(CO)C2)c(OC)c1 (stereo unspecified),i,-6,-7,i,i,-30,i,i,-0.1,i,-1
CC1CCc2nn(CC(=O)NC3CCCC3)cc2C1 (stereo unspecified),i,5,2,i,i,-19,i,i,0.6,i,1
COC(=O)[C@H](CC(C)C)NC(=O)NC1CCCc2ccccc21 (stereo partly specified),i,4,-4,i,i,1,i,i,0.0,i,-2
CC12CC3CC(C)(C1)CC(CN1CCOCC1)(C3)C2,i,1,-8,i,i,-7,i,i,0.0,i,-9
O=C(Nc1ccc(N2CCN(C(=O)c3ccc(Cl)cc3)CC2)cc1)c1ccc([N+](=O)[O-])o1,i,-4,120*,i,/,-28,i,i,-7.8,i,-1
COc1ccc(CN(C(=O)c2ccc(CN3CCOCC3)o2)C(C(=O)NCC2CCCO2)c2ccc(F)cc2)cc1 (stereo unspecified),i,0,26,i,i,-13,i,i,-0.6,i,2
CCn1c2ccccc2c(=O)c2ccccc21,i,2,-15,i,i,-1,i,i,0.2,i,-1
COc1ccc2nc(NC(=O)c3ccccc3-c3ccccc3C(=O)O)sc2c1,i,3,-20,i,i,6,i,i,0.3,i,-11
O=S(=O)(Nc1cccc(C(F)(F)F)c1)c1cnc[nH]1,i,3,21,i,i,-2,i,i,-2.1,i,2
Cc1ccc2nc(-c3ccncc3)cc(-c3ccccc3)c2c1,i,-6,16,i,i,5,i,i,0.5,i,-7
CCN(CC)c1ccc(CNc2nc3ccccc3n2C)cc1,i,-5,-23,i,i,-13,i,i,3.2,i,-21
Cc1nnc2ccc(-c3cccc(NS(C)(=O)=O)c3)nn12,i,3,-2,i,i,-22,i,i,-0.2,i,-7
CC(C)c1ccccc1-n1c(SCc2cc(=O)oc3ccc4ccccc4c23)nnc1-c1cccnc1,i,2,-23,i,i,-25,i,i,-0.2,i,24
CCOC(=O)Cn1c(=N)n(CCOc2ccc(F)cc2)c2ccccc21,i,1,-16,i,i,-16,i,i,-1.1,i,14
COc1ccc(CN2CCCCC2c2cccnc2)c(OC)c1C (stereo unspecified),i,1,7,i,i,-15,i,i,-0.3,i,5
COc1ccc2nc(Nc3nc(CSc4nc5ccccc5s4)cc(=O)[nH]3)nc(C)c2c1,i,/,58,i,i,/,i,i,0.0,i,25
COc1ccccc1NC(=O)c1ccc(NC(=O)CSc2nncn2C)cc1,i,-7,21,i,i,-24,i,i,0.1,i,3
c1ccc(CNc2ccc(CNc3ncn[nH]3)cc2)cc1,i,2,-28,i,i,-28,i,i,0.2,i,12
COc1ccc(-c2cc(C(=O)N(C)CC(=O)Nc3ccccc3Cl)c3ccccc3n2)cc1OC,i,/,26,i,i,/,i,i,-0.1,i,13

# Continued (4 carried over from the part before).
SMILES,TRPC4 potent,IEC-6 cytotox,aSyn 5UTR inh,TRPC4 inh,MrgX1 antagonist,KLF5 inhibitor,TRPC4 act,TRPC6 activator,HIF activator,TRPC6 inh,SKKanGAS inh
COc1ccc2nc(Nc3nc(CSc4nc5ccccc5s4)cc(=O)[nH]3)nc(C)c2c1,i,/,58,i,i,/,i,i,0.0,i,25
COc1ccccc1NC(=O)c1ccc(NC(=O)CSc2nncn2C)cc1,i,-7,21,i,i,-24,i,i,0.1,i,3
c1ccc(CNc2ccc(CNc3ncn[nH]3)cc2)cc1,i,2,-28,i,i,-28,i,i,0.2,i,12
COc1ccc(-c2cc(C(=O)N(C)CC(=O)Nc3ccccc3Cl)c3ccccc3n2)cc1OC,i,/,26,i,i,/,i,i,-0.1,i,13
CN(Cc1nc2ccccc2c(=O)[nH]1)c1ccccc1,i,2,-6,i,i,5,i,i,0.4,i,-9
Nc1nc(-c2ccc(-c3ccccc3)cc2)cs1,i,7,-186,i,i,-151,i,i,1.5,i,-1
CN(C)CCNC(=O)c1cccc(NS(=O)(=O)c2ccc(Cl)c(Cl)c2)c1,i,-3,8,i,i,-10,i,i,-0.9,i,1
Cc1nc2nc(C)c(NS(=O)(=O)c3cccs3)c(=O)n2[nH]1,i,1,8,i,i,-5,i,i,-25,i,12
O=C(O)c1ccc2c(c1)C(=O)N(N1C(=O)c3ccccc3C1=O)C2=O,i,4,0,i,i,-8,i,i,-0.5,i,-3
COc1ccc(OC)c(/C=N/NC(=O)CSc2nnc(C)n2-c2ccccc2)c1,i,6,1,i,i,-19,i,i,-0.1,i,0
COc1ccccc1N1CCN(C(=O)CSc2ncccc2-c2nc3ccccc3[nH]2)CC1,i,4,-68,i,i,32,i,i,0.7,i,14
CC(=O)Oc1ccc(C(=O)Nc2ccccc2C(=O)N2CCCC2)cc1,i,3,-5,i,i,-21,i,i,-0.3,i,2
O=C(NC(=S)Nc1ccc(S(=O)(=O)Nc2nccs2)cc1)c1ccc(F)cc1,i,5,11,i,i,-21,i,i,0.1,i,0
O=C(Cc1cccs1)N/N=C/C=C\c1ccccc1[N+](=O)[O-],i,-3,-33,i,i,-23,i,i,0.5,i,-1
COC(=O)Cc1c(C(=O)OC)nnn1-c1ccc(OC(F)(F)F)cc1,i,9,-4,i,i,-15,i,i,-0.2,i,5
CC(C)(C)OC(=O)NCCCCCc1nnc(SCc2cccc(F)c2)o1,i,-7,-25,i,i,-33,i,i,-0.2,i,-4
COc1ccc(C(=O)NCC(=O)N2CCC(C)CC2)cc1OC,i,0,6,i,i,-30,i,i,-3.4,i,2
Cn1c(N)c(N=O)c(=O)n(C)c1=O,i,-6,5,i,i,-41,i,i,-0.2,i,-4
CC(=O)Nc1ccc(NC(=O)C2CC(=O)Nc3ncnn32)cc1 (stereo unspecified),i,-1,0,i,i,-40,i,i,0.0,i,-4
O=c1cc(N2CCCCC2)[nH]c(=O)n1C1CCCCC1,i,-2,-3,i,i,-37,i,i,-0.1,i,-3
CC(NC(=O)CCC(=O)c1ccccc1)c1ccc(F)cc1 (stereo unspecified),i,/,7,i,i,/,i,i,0.2,i,-5
CCn1cc(C(=O)NCc2ccco2)c2cc(OC)c(OC)cc2c1=O,i,-5,5,i,i,-6,i,i,-0.1,i,-1
Cc1ccc(C(=O)C(OC(=O)CNS(=O)(=O)c2ccccc2)c2ccccc2)cc1 (stereo unspecified),i,3,4,i,i,-21,i,i,0.2,i,-4
CCCS(=O)(=O)N1CCCC(C(=O)NCCCN(C)Cc2ccccc2)C1 (stereo unspecified),i,-2,-24,/,i,-18,i,i,-0.1,i,-1
COc1cccc(CNC(=O)c2cc3oc4ccccc4c3n2C)c1OC,i,0,5,i,i,1,i,i,-0.4,i,-6
COc1cc(C(O)P(=O)(OCCC(C)C)c2ccc(N(C)C)cc2)cc(OC)c1OC (stereo unspecified),i,2,-9,i,i,-1,i,i,-0.1,i,2
O=C(Nc1cc2c3c(c1)CC(=O)N3CCC2)c1c(F)cccc1F,i,/,4,i,i,/,i,i,-0.2,i,1
CCN(CC)CCCNC(=S)N(Cc1cccs1)Cc1cc2cc3c(cc2[nH]c1=O)OCCO3,i,-1,-33,i,i,-11,i,i,-0.4,i,-9
CCN1C(=O)C2(SC(NC(C)=O)=NN2C(C)=O)c2cc(C)cc(C)c21 (stereo unspecified),i,-9,8,i,i,-8,i,i,-0.4,i,2
O=C(Nc1ccc(F)cc1)c1cccc(N2C(=O)C3C4C=CC(C4)C3C2=O)c1 (stereo unspecified),i,1,-10,i,i,-27,i,i,-0.4,i,22
O=S(=O)(Nc1ccc2c(c1)OCCO2)c1cccc2cccnc12,i,3,22,i,i,-22,i,i,0.3,i,0
Cc1ccccc1C(=O)NNC(=O)Cc1cccc2ccccc12,i,-4,14,i,i,-7,i,i,0.2,i,-4
O=C(NCCCO)C(=O)NCc1ccccn1,i,-1,-14,i,i,-27,i,i,0.1,i,4
Cc1nc(NCCc2ccc(F)cc2)c(C#N)c(C)c1[N+](=O)[O-],i,8,17,i,i,13,i,i,-0.1,i,-1
COc1ccc(CCC(=O)Nc2ccc3c(c2)OCO3)cc1,i,-2,-7,i,i,-29,i,i,1.7,i,-1
COC(=O)c1nc(NC2=NCCCCC2)n[nH]1,i,4,1,i,i,5,i,i,-0.9,i,-3
CS(=O)(=O)N(CC(=O)N1CCN(c2cccc(Cl)c2)CC1)C1CCCCC1,i,1,-4,i,i,-25,i,i,-0.8,i,-8
COc1ccc(C2C(C(=O)OC3CCCCC3)=C(C)Nc3nnnn32)c(OC)c1OC (stereo unspecified),i,4,21,i,i,1,i,i,-1.2,i,-1
Cc1ccc(NC(=S)N2CCC(NC(=O)c3ccccc3)CC2)cc1,i,3,1,i,i,-26,i,i,0.2,i,-3
CCCc1cc(N2CCC(C(N)=O)CC2)nc(-c2ccccc2)n1,i,-5,7,i,i,1,i,i,0.2,i,8

# Screening results: PubChem, several laboratories
